EP2 mod: EP2 receptor modulators, cAMP readout, primary screen, cell-based, HTRF cAMP, PGE2 stimulation. EP2-expressing cells, cAMP HTRF FRET, PGE2 co-stimulation. induction, % at 25 µM. 260,000 tested, 0.83% active;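 active = compounds whose cAMP rise, as percent of the full-agonist control response, exceeds 60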;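 also: rat C6 glioma line stably carrying human EP2 under a CMV promoter; the protocol text gives 20 µM as final concentration; 100% = response of wells given 1 µM PGE2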
PGE2 EP2 inh: human EP2 receptor antagonists, primary screen, TR-FRET cAMP, C6 glioma cells; 260,000 tested, 0.52% active; AID 1422, 2008; C6 glioma cells expressing human EP2; cells stimulated with saturating PGE2; inhibition, % at 25 µM;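 active = percent inhibition above 40 after rounding to a whole number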;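 also: rat C6 glioma host cells with rolipram phosphodiesterase inhibitor present; the protocol text gives 20 µM as final concentration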
zVAD death inh: inhibitors of zVAD-triggered necroptosis, primary screen, L929 cells | L929 zVAD necroptosis rescue, ATP luminescence, 24 h; with zVAD 60 µM | viability rescue, % at 10 µM | 220,000 tested, 0.38% active | AID 1377, 2008;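 active = activation, scaled between plate controls, above about 75%, limit read from the data; inactive = activation under that limit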;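 also: 0% = zVAD with DMSO and 100% = DMSO alone without zVAD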
PERK inhibitor: block of dimerizer-induced PERK translation repression, primary screen, PERK inhibitor project, CHO PERK-DD cells, SEAP luminescence, HTS | Eukaryotic translation initiation factor 2-alpha kinase 3 (Homo sapiens), Q9NZJ5 | CHO PERK-DD fusion, SEAP luminescence translation reporter | inhibition, % at 5.6 µM | 220,000 tested, 0.17% active | AID 1416, 2008;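 active = inhibition above the mean inhibition of all tested compounds plus 3 SD, set separately per screening campaign, cut at about 2.9% in these data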;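 also: PERK kinase domain activated by AP20187 dimerizer at 100 nM; 0% = DMSO with dimerizer and 100% = rapamycin at 8.4 µM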
Target sequence (Q9NZJ5 whole entry, looked up, the tested form may be a part): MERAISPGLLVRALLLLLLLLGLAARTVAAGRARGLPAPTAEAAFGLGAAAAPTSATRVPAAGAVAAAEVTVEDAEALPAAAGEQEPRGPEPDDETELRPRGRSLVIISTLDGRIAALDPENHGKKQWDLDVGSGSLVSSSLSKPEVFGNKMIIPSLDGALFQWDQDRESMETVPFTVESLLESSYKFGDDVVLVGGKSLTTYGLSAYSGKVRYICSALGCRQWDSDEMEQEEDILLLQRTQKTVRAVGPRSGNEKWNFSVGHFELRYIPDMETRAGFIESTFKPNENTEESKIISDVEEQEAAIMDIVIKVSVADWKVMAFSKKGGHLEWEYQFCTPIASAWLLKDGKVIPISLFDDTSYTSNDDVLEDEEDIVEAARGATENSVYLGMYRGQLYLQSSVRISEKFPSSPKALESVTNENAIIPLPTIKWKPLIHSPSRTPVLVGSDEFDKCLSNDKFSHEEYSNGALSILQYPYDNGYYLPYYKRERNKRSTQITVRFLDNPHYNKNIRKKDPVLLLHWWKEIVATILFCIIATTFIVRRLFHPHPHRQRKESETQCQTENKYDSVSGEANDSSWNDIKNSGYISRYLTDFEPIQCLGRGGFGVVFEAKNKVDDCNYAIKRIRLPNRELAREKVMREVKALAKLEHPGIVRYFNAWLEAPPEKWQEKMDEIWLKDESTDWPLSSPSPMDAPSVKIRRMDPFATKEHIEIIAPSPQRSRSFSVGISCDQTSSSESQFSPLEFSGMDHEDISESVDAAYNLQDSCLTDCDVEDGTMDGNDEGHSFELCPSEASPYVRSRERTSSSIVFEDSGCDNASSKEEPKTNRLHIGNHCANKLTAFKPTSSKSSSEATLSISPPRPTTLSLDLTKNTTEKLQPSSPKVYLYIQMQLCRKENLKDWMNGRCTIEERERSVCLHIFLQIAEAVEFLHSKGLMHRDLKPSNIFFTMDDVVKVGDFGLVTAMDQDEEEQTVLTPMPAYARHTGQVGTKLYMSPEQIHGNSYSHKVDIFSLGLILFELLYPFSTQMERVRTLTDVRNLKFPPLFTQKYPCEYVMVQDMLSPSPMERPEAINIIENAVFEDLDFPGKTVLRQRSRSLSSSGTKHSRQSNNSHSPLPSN
Hck Nef HTS: inhibitors of Nef-activated human Hck kinase, primary screen, biochemical, Z-Lyte FRET, 384-well, Hck-YEEI; Tyrosine-protein kinase HCK (Homo sapiens), P08631; Recombinant Hck-YEEI plus Nef, Z-Lyte FRET kinase assay; inhibition, % at 20 µM; 220,000 tested, 0.68% active;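 active = Hck-Nef kinase inhibition above about 50%, limit read from the data; inactive = inhibition below that limit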;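 also: 0% = DMSO with Hck plus Nef and 100% = Hck alone without Nef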
TNF necrop inh: inhibitors of TNF-alpha triggered necroptosis, primary screen, cell-based, Jurkat FADD-/-, single concentration; Jurkat FADD-/- TNF necroptosis rescue, ATP luminescence, 24 h; 0 = TNF only, 100 = no-TNF cells; activation (protection from cell death), % at 10 µM; 220,000 tested, 0.068% active; AID 463075, 2010;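 active = activation, meaning protection from cell death, of at least 50% relative to plate controls; inactive = activation below 50%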;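 also: necroptosis triggered by 40 ng/mL TNF-alpha added together with compound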
Runt-SMMHC FRET: inhibitors of RUNX1 Runt–CBFb-SMMHC binding, primary screen, biochemical, FRET, Cerulean-Runt, Venus-CBFb-SMMHC, uHTS | Runt-related transcription factor 1 (Homo sapiens) + Core-binding factor subunit beta … | Cerulean-Runt/Venus-CBFb-SMMHC FRET ratio 530/480, 1 h | inhibition, % at 20 µM | 220,000 tested, 0.74% active;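 active = mean inhibition across duplicate retests at 20 µM reaching about 50%, limit read from the data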;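 also: 0% = DMSO wells and 100% = wells with excess untagged CBFb-SMMHC; inhibitors lower the FRET ratio by blocking Runt binding to CBFb-SMMHC; some results filed as inactive read as strong as hits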
Runt-CBFb FRET: inhibitors of RUNX1 Runt–CBFb binding, primary screen, biochemical, FRET, Cerulean-Runt, Venus-CBFb, uHTS. Runt-related transcription factor 1 (Homo sapiens) + Core-binding factor subunit beta …. Cerulean-Runt/Venus-CBFb FRET ratio 530/480, 1 h. inhibition, % at 20 µM. 220,000 tested, 0.46% active. AID 1496, 2009;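 active = inhibition over about 50% at 20 µM in the single-dose screen, limit read from the data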;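 also: 0% = DMSO wells and 100% = excess unlabeled CBFb competitor control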
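Measured by: fluorescence energy transfer, 422 nm excitation, 530/480 nm emission; test system: Cerulean-tagged RUNX1 Runt domain (FRET donor) fusion protein; buffer or medium: Tris pH 7.5 buffer with BSA; compound: one dose, 20 µM compound, 1% DMSO; times: two 1 h room-temperature incubations shielded from light; benchmarks: unlabeled CBFb 5 µM, positive control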
RBBP9 inhibitor: human RBBP9 inhibitors, primary screen, biochemical, fluorescence polarization, FP-Rh probe, HTS. inhibition, % at 7.94 µM. recombinant RBBP9. Serine hydrolase RBBP9 (Homo sapiens), O75884. 220,000 tested, 0.2% active;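 active = inhibition above the campaign mean of all tested compounds plus 3 SD, cut at about 14% in these data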;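 also: plate controls were DMSO wells with RBBP9 for no effect and wells lacking RBBP9 protein for full effect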
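System: RBBP9 protein | Quantity: 2.5 µM RBBP9 dispensing solution, before mixing | Reagent: FP-Rh probe, 375 nM dispensing solution | Timing: Enzyme-compound preincubation 30 min, then probe labeling 45 min, 25 °C | Measured by: Fluorescence polarization | Read-out: % inhibition | Replication: One well per compound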
* hit, by the source's call; / = no result given; & = joins results of further samples. Some of the compounds tested (hit frequency here may not be typical).

SMILES	EP2 mod	PGE2 EP2 inh	zVAD death inh	PERK inhibitor	Hck Nef HTS	TNF necrop inh	Runt-SMMHC FRET	Runt-CBFb FRET	RBBP9 inhibitor
Cc1ccc(-c2csc(N(C)C(=O)c3c(C)nn(-c4ccccc4)c3Cl)n2)cc1	-10	/	0.1	-0.1	0	-7.3	-8	-1	3
Cn1c(Cc2ccccc2)nnc1SCC(=O)c1ccc(Br)s1	5	5	-0.2	0.4	1	-0.2	4	5	-1
CCOc1ccc(NC(=O)CCN2C(=S)NC(C)(C)CC2C)cc1 (stereo not given)	6	10	6.7	0.8	17	-0.3	3	1	-8
CCOCCCn1c(=N)c(C(N)=S)cc2c(=O)n3cccc(C)c3nc21	16	13	-0.1	-1.5	19	-8.4	/	18	-4
Cc1ccc(C(=O)/C=C/Nc2ccc3c(c2)OCO3)cc1	-3	9	-0.2	0.4	0	-7.7	-49	-6	-5
C=CCn1c(SCn2nnc3ccccc3c2=O)nnc1-c1ccc(Br)cc1	-22	11	0.3	-0.7	0	-0.7	0	0	1
O=C(Nc1cc(=O)[nH]c2ncnn12)c1ccc(Cl)cc1Cl	-3	7	-0.1	-0.2	3	-2.2	-20	-3	-6
CN(C)C(=O)Nc1ccc(F)cc1F	17	8	-0.4	0.4	15	-0.5	2	1	0
CCCCC(c1nnnn1CS(=O)(=O)c1ccc(C)cc1)N1CCN(c2ccccc2)CC1 (stereo not given)	11	/	0.2	-0.6	0	0.5	1	2	-6
COc1ccc(C(=O)N2CCN(Cc3ccccc3C)CC2)cc1OC	13	6	-0.1	0.0	0	-1.0	2	0	-3
O=C(Cc1ccc(F)cc1)OCn1nnc2ccccc2c1=O	23	5	-0.1	-1.3	16	2.5	1	0	-8
Cc1ccc(-n2cc(CNCCc3ncc(C)[nH]3)c(-c3ccc(F)cc3)n2)cc1	-55	2	1.1	0.3	19	-4.6	/	/	-11
NC(=O)C1CCN(C(=O)CSc2nc3c(c(-c4ccccc4)n2)CCCC3)CC1	-5	8	0.4	0.0	8	-2.3	0	0	1
CCc1cc(C(=O)O)c(NC(=O)c2cc(OC)c(OC)c(OC)c2)s1	-28	6	2.3	1.3	-6	0.2	0	/	-4
COc1cccc(Oc2ccc(N/C=C/C(=O)C(C)(C)C)cc2)c1	-31	14	3.9	0.6	5	1.3	7	3	-3
CC(C)(C)c1cc(C(=O)NCc2ccco2)ccn1	23	4	0.3	1.3	4	-1.9	0	1	1
Cc1ccccc1CSCC(=O)N/N=C/c1cccs1	-17	11	0.6	0.9	2	-3.2	2	/	-7
O=C(Oc1c(-c2ccccc2)c(=O)n2c3c(cccc13)CC2)c1ccccc1	-13	9	0.3	-0.4	2	-6.4	0	0	-4
Cc1cc(=O)oc2cc(OCCCC[n+]3ccccc3)ccc12	12	11	0.6	2.8	14	2.1	-1	2	5
COC(=O)CSc1nc2sc(C)c(C)c2c(=O)n1C	-20	4	0.1	0.2	2	0.1	-2	-2	0
CCN(CC)c1ccc(NC(=O)COc2ccc(C)cc2)cc1	/	7	1.5	1.6	1	2.1	6	6	1
Cc1cccc(NC(=O)CSCc2nc3c(nnn3Cc3ccc(F)cc3)c(=O)[nH]2)c1C	22	20	5.1	0.6	18	0.0	-8	0	-9
COCCn1nnnc1CN1CCOCC1	24&-10	6&7	0.1	1.7	1	-2.0	1	-2	1
CCCCn1c(SCC(=O)c2ccc3c(c2)NC(=O)CO3)nc2cc(S(N)(=O)=O)ccc21	-21	18	2.7	0.1	-9	-0.6	-2	4	-9
Cc1cc(C(=O)COc2ccccc2[N+](=O)[O-])c(C)n1C1CC1	2	4	0.6	0.9	15	-1.3	0	3	10
CN1CCN(CC(=O)Nc2ccccc2[N+](=O)[O-])CC1	7	6	0.6	1.3	1	0.9	-1	1	-7
Cc1cc(-c2ccccc2)c2c3c(c(-c4ccccc4)n2n1)c(=O)n(C)c(=O)n3C	4	/	-0.3	0.8	1	-9.0	-16	-2	-4
Cc1ccc(SCCNC(=O)CN2C(=O)c3ccccc3S2(=O)=O)cc1	-27	15	0.8	0.0	-5	1.7	0	-4	-4
Cc1cc(Br)c(NC(=O)CN(C)CCOc2ccccc2)c(Br)c1	-21	-1	1.2	0.4	17	3.2	-1	-2	3
COc1ccc(-c2cc(-c3c(O)c(OC)c4occc4c3OC)[nH]n2)cc1	-43	8	0.5	-0.7	-1	-0.1	14	8	2
COCCNC(=S)NN(c1ccccc1)c1ccccc1	39	5	-0.6	2.4	22	-1.2	0	0	2
CCN(CC)c1ncnc2c1sc1nc(C)cc(C)c12	46	10	-0.1	-0.7	2	1.9	-3	-3	-7
O=C(NC1CCCCC1)C(Cc1ccccc1)N1C(=O)C2C3CCC(C3)C2C1=O (stereo not given)	16	9	-0.2	-0.1	1	-3.3	-1	-3	-10
COc1cc(S(=O)(=O)NC2CCCCC2)c(C)cc1C	19	6	0.1	0.4	0	0.0	-3	-2	5
Cc1ccc(Cl)cc1N1CCN(CC(O)COCc2ccco2)CC1 (stereo not given)	24	9	-0.4	-0.2	-1	-0.5	1	-1	0
Nc1nsnc1C(=O)NCCO	3&-10	4&18	0.8	0.6	-2	0.0	-8	-2	-13
COc1ccccc1NC(=O)CSc1nnc(-c2ccccc2)o1	-14	4	-1.0	0.1	0	0.9	2	-2	-1
CCOC(=O)c1[nH]c2ccccc2c1NC(=O)c1ccc2c(c1)OCO2	5	10	-0.4	-1.5	-5	1.6	-3	1	-5
Cc1cc(C(=O)OCC(=O)c2cccs2)c2ccccc2n1	-20	0	0.8	0.5	13	-0.5	-1	0	-3
CCOCCCn1c(=S)[nH]c2cc(C(=O)NCCN(CC)CC)ccc2c1=O	-4	4	0.3	0.7	0	0.0	2	-2	-3
O=C(c1ccccc1-c1nc2ccccc2[nH]1)N1CCOCC1	0	8	2.9	0.0	-5	2.3	-2	2	6
CC12CN3CC(=O)N4CC5(C)CN(CC(C)(C4)C5=O)C(=O)CN(C1)CC(C)(C3)C2=O	-8	7	3.4	1.0	-1	0.0	1	-1	1
CCc1nnc(NC(=O)Cc2ccc(OC)c(OC)c2)s1	17	10	-0.9	1.2	-24	0.3	2	2	-8
CC(=O)Nc1cc(-c2ccc(F)cc2)[nH]n1	-19	5	76*	1.2	19	-0.7	-2	1	0
COc1ccc(CC2(CO)CCN(C(=O)NCc3ccccc3)CC2)cc1	-48	4	-0.5	0.8	21	-6.1	/	/	3
O=C1C(C=NC2CC2)=C(O)c2ccccc21	14	15	0.1	-0.3	-2	-1.8	2	2	2
CN(NC1OC(=O)c2ccccc21)c1ncc(Cl)cc1C(F)(F)F (stereo not given)	-11	11	1.1	-0.1	-7	0.1	-5	0	-4
COc1ccc(CN2CCCC(C(=O)N(C)Cc3ccccc3)C2)cc1OC (stereo not given)	-3	7	-0.1	-1.5	1	2.5	-41	-1	-1
CCCCN1C(=O)/C(=C/C=C2\N(C)c3ccccc3C2(C)C)SC1=S	0	7	-0.4	2.0	1	-10	-38	-20	7
CC(C)(CO)Nc1ccc([N+](=O)[O-])cc1[N+](=O)[O-]	17	11	-0.2	1.0	-2	-4.9	-1	/	-10

Next structures.
SMILES	EP2 mod	PGE2 EP2 inh	zVAD death inh	PERK inhibitor	Hck Nef HTS	TNF necrop inh	Runt-SMMHC FRET	Runt-CBFb FRET	RBBP9 inhibitor
Cc1nc(NCC2CCCO2)nc2c1C(=O)CC(C)(C)C2 (stereo not given)	5	4	0.5	0.2	0	3.0	-6	0	-10
Cc1cccc(C(=O)NC(=S)Nc2ccc(S(=O)(=O)N3CCCCC3)cc2)c1	-12	4	0.2	0.1	-3	-0.2	0	2	-13
COc1ccccc1N(CC(=O)NC(C)(C)C)C(=O)c1ccc(Cl)nc1	-10	7	0.3	-0.1	20	-0.1	-2	1	-6
CCc1cc2c(=O)c(-c3nc4ccccc4[nH]3)coc2cc1OC(=O)N1CCOCC1	-41	10	1.3	0.2	2	-2.2	-12	-7	-5
Cc1ccc([N+](=O)[O-])cc1S(=O)(=O)Nc1ccccn1	10	5	-0.1	0.0	17	0.4	1	-1	-11
COc1ccc2ccccc2c1/C=N/NC(=O)c1sc(N)c(C#N)c1C	-37	14	1.0	-0.2	12	2.5	-10	-10	-17
O=C(NCCc1c[nH]c2ccccc12)c1cnc2n(c1=O)CCS2	-30	11	1.3	0.4	-5	-1.1	0	-2	0
COCCn1c(C)cc(C(=O)CSc2nc3ccccc3c(=O)n2C(C)COC)c1C (stereo not given)	-44	2	0.7	0.4	19	1.8	-1	-5	-5
c1cnc2ccc(C(c3nnnn3C3CCCCC3)N3CCCCC3)cc2c1 (stereo not given)	12	8	-0.1	-1.5	9	-0.1	-4	-3	2
CCOC(=O)N1CCN(c2ncnc3c2[nH]c2ccc(F)cc23)CC1	-25	17	0.2	-1.3	1	-16	2	4	-2
CCOC(=O)c1sc(-c2ccccc2)cc1NC(=O)CSc1nnnn1C	39	31	0.9	-0.3	1	-5.0	-3	-14	4
COc1ccc(C(=O)Nc2ccc(Cl)c(Cl)c2)c(OC)n1	-1	19	0.8	0.1	8	0.6	-1	-2	-5
CCC(C)(C)n1nnnc1C(c1cc2cc(C)ccc2[nH]c1=O)N1CCCc2ccccc21 (stereo not given)	14	/	-0.6	-1.2	1	-1.3	-51	9	-1
Cc1cc(C)nc(SCc2ccc(C(=O)NN=C3C4CC5CC(C4)CC3C5)cc2)n1	-11	6	2.0	0.1	3	2.9	0	-1	-8
CCC1CCCCN1C(=S)NC(=O)c1ccc([N+](=O)[O-])cc1 (stereo not given)	0	8	0.1	-1.2	-1	2.5	-4	3	1
NC(=O)c1ccc(-c2csnn2)cc1	10	8	-0.6	-0.1	19	1.5	1	1	-5

Assay outcomes deposited in PubChem BioAssay by several laboratories.
